TR SRC2 fluor cs – Total Fluorescence Counterscreen for Inhibitors of the Interaction of Thyroid Hormone Receptor and Steroid Receptor Coregulator 2 | TRb/SRC2 Texas Red total fluorescence interference | AID 1479, 2009 | 280,000 compounds, 0.29% hits | Potency, µM (series often up to 106 µM), inactives show at the highest dose fluorescence change, negative = quenching; active = well fitted curve in either direction with a large enough effect; inconclusive = small, poorly fitted or top-dose-only effect
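Human TRβ ligand-binding domain (0.6 uM) and Texas Red SRC2 peptide (20 nM) in Tris buffer with 1 uM T3 and 5% DMSO were incubated with pinned compound for 5 hr at ambient temperature. Total fluorescence was computed as S + 2P (555/632 nm).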
GAA spleen mod – qHTS Assay for Inhibitors and Activators of Human alpha-Glucosidase From Spleen Homogenate; Lysosomal alpha-glucosidase (Homo sapiens), P10253; human spleen homogenate, 4-MU-alpha-glucoside fluorescence; Potency, µM (series often up to 79.9 µM), without a hit: at the top dose activity change, negative = inhibition, hits mostly inhibitors; 240,000 compounds, 0.006% hits;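 note: 0% = enzyme with vehicle and -100% = no enzyme basal signal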
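Human spleen homogenate (1 ug) with 4-methylumbelliferyl-alpha-D-glucopyranoside (1 mM final) in 50 mM citrate/phosphate pH 5.0, 0.01% Tween-20; 40 min at 37 C. Stopped at pH 10; 4-MU fluorescence Ex 365/Em 440 nm; AC50 by Hill fit.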
RECQ1 inh – qHTS Assay for Inhibitors of RecQ-Like Dna Helicase 1 (RECQ1). 240,000 compounds, 0.54% hits. RECQ1 DNA unwinding, red fluorescence kinetic read. Potency, µM (series often up to 57.3 µM), for inactives: top-dose activity, negative = inhibition, usual class: inhibitors. ATP-dependent DNA helicase Q1 (Homo sapiens), P46063. AID 2549, 2010;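 note: plate controls were vehicle for no effect and no enzyme for full effect; nearly all actives have a fitted effect of over 30% in size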
Target sequence (P46063 whole entry, looked up): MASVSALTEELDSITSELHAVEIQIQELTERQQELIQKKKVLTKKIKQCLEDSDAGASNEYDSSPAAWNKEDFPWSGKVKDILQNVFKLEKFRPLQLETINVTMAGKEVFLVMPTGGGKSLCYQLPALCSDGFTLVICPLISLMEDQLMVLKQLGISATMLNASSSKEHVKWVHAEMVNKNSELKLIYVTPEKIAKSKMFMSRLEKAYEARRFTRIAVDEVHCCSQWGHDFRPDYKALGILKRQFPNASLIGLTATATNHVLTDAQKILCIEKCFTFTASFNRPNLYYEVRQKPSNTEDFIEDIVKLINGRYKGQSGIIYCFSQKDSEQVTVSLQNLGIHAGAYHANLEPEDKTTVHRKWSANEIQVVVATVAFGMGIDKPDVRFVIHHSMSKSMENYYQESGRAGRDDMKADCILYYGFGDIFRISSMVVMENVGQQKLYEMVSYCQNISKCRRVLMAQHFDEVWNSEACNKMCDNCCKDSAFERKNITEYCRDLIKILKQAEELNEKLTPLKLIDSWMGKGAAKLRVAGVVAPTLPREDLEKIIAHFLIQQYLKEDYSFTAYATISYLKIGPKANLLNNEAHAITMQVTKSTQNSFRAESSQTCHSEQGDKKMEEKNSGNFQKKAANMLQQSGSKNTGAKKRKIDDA
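RECQ1T1 50 nM; forked duplex (20 bp + 30-nt ss tails) 200 nM, ATP 2 mM final; pH 8.0, 2 mM MgCl2, 2.5 ug/ml poly(dI-dC); 15 min compound preincubation; discontinuous kinetic read over 2 h at RT.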
GAA inh – qHTS Assay for Inhibitors of Human alpha-Glucosidase as a Potential Chaperone Treatment of Pompe Disease; Lysosomal alpha-glucosidase (Homo sapiens), P10253; purified human GAA, 4-MU-alpha-glucoside fluorescence; Potency, µM (highest dose often 76.9 µM), without a hit: at the highest dose activity change, negative = inhibition, actives largely listed as inhibitors; 200,000 compounds, 0.005% hits; AID 1466, 2008;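 note: plate controls were uninhibited enzyme wells for no effect and no-enzyme background for full effect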
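qHTS format, compound range up to 77 uM. Human lysosomal enzyme at 4 nM, 400 uM 4-MU glucoside substrate, pH 5.0, 20 min room temperature; fluorescence after alkaline stop gives activity normalized to controls.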
TRb-SRC2 inh – qHTS for Inhibitors of the Interaction of Thyroid Hormone Receptor and Steroid Receptor Coregulator 2; Thyroid hormone receptor beta (Homo sapiens), P10828; TRbeta-SRC2 peptide binding, fluorescence polarization; receptor liganded with 1 µM T3; Potency, µM (doses to about 106 µM), inactives show at the highest dose activity change, negative = inhibition, usual class: inhibitors; 280,000 compounds, 0.065% hits; AID 1469, 2008;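 note: plate controls were bound peptide for no effect and peptide without receptor for full effect; nearly all actives have a fitted effect of over 50% in size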
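Binding of a 20-amino-acid Texas Red SRC2 peptide (20 nM) to TRb ligand-binding domain (0.6 uM) with agonist T3 at 1 uM was followed by fluorescence polarization after a 5 hr room-temperature incubation.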
GAA glycogen – qHTS Assay for Inhibitors and Activators of Human alpha-Glucosidase Cleavage of Glycogen. Lysosomal alpha-glucosidase (Homo sapiens), P10253. recombinant GAA, glycogen substrate, Amplex Red glucose oxidase fluorescence. Potency, µM (doses to about 76.4 µM), for the others: top-dose activity change, negative = inhibition, usual class: inhibitors. 300,000 compounds, 0.38% hits. AID 2100, 2009;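 note: 0% = full enzyme reaction and -100% = no-enzyme basal signal; the screen sought inhibitors and activators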
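Recombinant enzyme (4 nM final) with compounds titrated up to 77 uM and bovine liver glycogen (30 ug) in citrate pH 5.0, 0.01% Tween-20, 37 C 40 min. Released glucose detected by Amplex Red/glucose oxidase (Ex 573/Em 610); AC50 from Hill fits.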
GoLoco inh red – qHTS Assay for Inhibitors of RGS12 GoLoco Motif Activity (Red Fluorophore); Guanine nucleotide-binding protein G(i) subunit alpha-1 (Homo sapiens), P63096; Gai1:RGS12 GoLoco peptide FP, rhodamine, 10 min; Potency, µM (top dose mostly 61.6 µM), inactives show top-dose activity, negative = inhibition, actives largely listed as inhibitors; 230,000 compounds, 0.44% hits; AID 880, 2007; active = well fitted inhibition curve with a large enough effect, not every such curve was filed as active; inactive = no such curve, though single readings can be large or run the other way; note: nearly all actives have a fitted effect of over 30% in size; many of its hits are not listed in these tables
Target sequence (P63096 whole entry, looked up): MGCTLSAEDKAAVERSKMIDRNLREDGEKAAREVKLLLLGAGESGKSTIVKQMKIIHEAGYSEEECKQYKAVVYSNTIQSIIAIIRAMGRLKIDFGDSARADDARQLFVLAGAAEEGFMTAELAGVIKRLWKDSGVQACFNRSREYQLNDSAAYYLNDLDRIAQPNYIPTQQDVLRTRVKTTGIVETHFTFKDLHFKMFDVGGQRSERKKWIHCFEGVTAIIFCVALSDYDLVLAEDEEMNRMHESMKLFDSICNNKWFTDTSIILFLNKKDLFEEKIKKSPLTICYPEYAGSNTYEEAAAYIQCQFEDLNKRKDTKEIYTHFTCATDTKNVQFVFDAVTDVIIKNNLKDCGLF
L3MBTL1 inh – qHTS Assay for the Inhibitors of L3MBTL1. 230,000 compounds, 0.66% hits. AlphaScreen L3MBTL1–H3K9me1 peptide binding. Lethal(3)malignant brain tumor-like protein 1 (Homo sapiens), Q9Y468. Potency, µM (doses to about 57.1 µM), for inactives: at the top dose activity, negative = inhibition, hits mostly inhibitors; note: nearly all actives have a fitted effect of over 60% in size
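L3MBTL1 50 nM + b-AHA-H3(1-15)K9me1 75 nM, 30 min RT; compound added, 30 min RT; streptavidin donor/Ni-chelate acceptor beads 10 ug/mL each final, 30 min RT dark; AlphaScreen read.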
An asterisk follows results filed as active; i = inactive; u = inconclusive; x = no result given; [ ] = dose if it differs, or a comment. Unless noted, calls come from the whole dose curve; as a rule, active = well fitted curve in the direction sought with a large enough effect; inconclusive = small, poorly fitted or top-dose-only effect, or another doubt; inactive = no such curve, though single readings can be large; an effect the other way counts as inactive or inconclusive. Unless noted, % is set by controls: 0 for no effect and ±100 for the full control effect; potency is the fitted concentration of half-maximal effect. Only part of the results is shown (hit frequency here may not be typical).

A first look, 2 compounds:
SMILES	TR SRC2 fluor cs	GAA spleen mod	RECQ1 inh	GAA inh	TRb-SRC2 inh	GAA glycogen	GoLoco inh red	L3MBTL1 inh
Cc1c(NC(=O)C2CC(c3cccc(Br)c3)=NO2)c(=O)n(-c2ccccc2)n1C (centres undefined)	-5%	3%	i	1%	-3%	23%	2%	-2%[11.4 µM]
Cn1c(=O)oc2cc(S(=O)(=O)N3CCC(C(=O)NCC4COc5ccccc5O4)CC3)ccc21 (centres undefined)	1%	4%	29%	-16%[15.4 µM]	7%	-4%	8%	-4%

The listing, repeating the preview:
SMILES	TR SRC2 fluor cs	GAA spleen mod	RECQ1 inh	GAA inh	TRb-SRC2 inh	GAA glycogen	GoLoco inh red	L3MBTL1 inh
Cc1c(NC(=O)C2CC(c3cccc(Br)c3)=NO2)c(=O)n(-c2ccccc2)n1C (centres undefined)	-5%	3%	i	1%	-3%	23%	2%	-2%[11.4 µM]
Cn1c(=O)oc2cc(S(=O)(=O)N3CCC(C(=O)NCC4COc5ccccc5O4)CC3)ccc21 (centres undefined)	1%	4%	29%	-16%[15.4 µM]	7%	-4%	8%	-4%
Cc1ccc(S(=O)(=O)N2CCC(C(=O)Nc3nnc(C4CCCC4)s3)CC2)cc1	-5%	-11%	7%	1%	1%	x	-8%	-8%
O=C(Nc1ccnc(-c2cccnc2)n1)c1cccs1	-1%	-1%	i	0%	6%	9%	26%	-5%
O=C(Nc1cc([N+](=O)[O-])ccc1Cl)c1ccc2c(c1)OCO2	0%	6%	i	1%	1%	19%	-1%	6%
COC(=O)c1ccccc1NC(=O)CN1CCN(c2ccccn2)CC1	1%	-5%	i	3%	-1%	-12%	7%	-1%
CC(=O)Nc1ccc(OCC(O)Cn2nc(C)c(Br)c2C)cc1 (centres undefined)	-4%	-2%	-2%	u	-9%	-3%	5%	-1%
O=C(CSc1nc2[nH]ncc2c(=O)n1-c1ccccc1)N1CCCCCC1	-7%	-6%	i	3%	-2%	0%	8%	9%
Cc1ccc2nc(NCCCNC(=O)c3cnccn3)c(C#N)cc2c1	-2%	5%	0%	13%	0%	-8%	x	-2%
O=C(OCc1ccccc1)C1CCCN1C(=O)c1cccs1 (centres undefined)	3%	0%	4%	-5%	-3%	-14%	-9%	6%
CCN(CC)CCOC(=O)c1c(C)oc2ccc(O)cc12	-4%	-20%	8%	-2%	-22%	-1%	1%	1%
Cc1cccc2cc(C(c3nnnn3CC3CCCO3)N3CCc4ccccc4C3)c(=O)[nH]c12 (centres undefined)	3%	-1%	i	0%	3%	-10%	7%	-3%
Cc1ccc(NC(=O)COc2ccc(-n3cnnn3)cc2)cc1C	1%	-3%	-1%	0%	5%	4%	5%	8%[11.4 µM]
O=C(c1ccccc1F)N1CCc2ccccc21	-2%	5%	0%	-3%	11%	6%	6%	5%
COc1ccccc1/C=N/NC(=O)C(C)Cn1cnc2ccccc21 (centres undefined)	-10%	-14%	-3%	-7%	-2%	-8%	-7%	6%
O=C(O)COCC(=O)NCc1nc(-c2ccc(C(F)(F)F)cc2)no1	0%	5%	-2%	x	-5%	4%	1%	x
CC1=C(C(=O)OCc2ccccc2)C(c2ccc(C)o2)C2=C(CCCC2=O)N1 (centres undefined)	-4%	-5%	-8%	-9%	-4%	-1%	-4%	-14%
CC(=O)Cn1c2ccccc2n2nc(CCC(=O)O)c(=O)nc12	1%	0%	6%	-10%	4%	10%	1%	3%
CCn1ccc(C(=O)Nc2ccc(Cl)cn2)n1	2%	-3%	-5%	-5%[15.4 µM]	3%	8%	0%	-3%
CC1Cc2ccccc2N1C(=O)c1cnc2sccn2c1=O (centres undefined)	0%	-9%	i	3%	-15%	3%	-6%	-9%
O=C(COc1ccc(S(=O)(=O)N2CCOCC2)cc1)Nc1ccc(Cl)c(C(F)(F)F)c1	-3%	4%	-8%	-8%	-2%	-13%	8%	x
COc1cccc(N=C2SC(C(=O)Nc3ccccc3F)CC(=O)N2C)c1 (centres undefined)	-3%	2%	2%	3%	-8%	-9%	22%	-10%
Cc1nc2cc(NC(=O)NC3CC3)ccc2n1C	-3%	-14%	2%	u	1%	-4%	-22%	-1%
CC(C)C(OC(=O)CN1C(=O)COc2ccccc21)C(=O)NC1CCCC1 (centres undefined)	-3%	-8%	-1%	6%	-4%	-1%	-1%	1%
Cc1ccsc1/C=N/NC(=O)CNC(=O)c1ccc(S(=O)(=O)N(C)C)cc1	-4%	-5%	i	-29%	1%	-2%	1%	2%
Nc1c(N(CCO)C(=O)COc2ccc(Cl)cc2)c(=O)[nH]c(=O)n1Cc1ccccc1	0%	6%	-2%	3%	-11%	3%	4%	5%
Cc1cccc(N2C(=O)C(O)=C(C(=O)c3cccs3)C2c2ccc(Cl)cc2)n1 (centres undefined)	-1%	-14%	17%	x	2%	1%	-2%	-12%
O=C(Nc1ccccc1)c1ccc(-c2ccc(Br)cc2)o1	-4%	-5%	-11%	-20%	8%	-1%	7%	-13%
CN1CCN(C2CC(=O)N(CCc3ccccc3)C2=O)CC1 (centres undefined)	-5%	11%	-7%	x	-3%	2%	9%	3%
O=C(COC(=O)CCc1nc2ccccc2s1)Nc1ccc(Cl)cn1	-2%	5%	-13%	-6%	-22%	17%	34%[activator]	2%

Part of the list above, as labelled records.
O=C(COc1ccc(S(=O)(=O)N2CCOCC2)cc1)Nc1ccc(Cl)c(C(F)(F)F)c1
  TR SRC2 fluor cs: -3%; GAA spleen mod: 4%; RECQ1 inh: -8%; GAA inh: -8%; TRb-SRC2 inh: -2%; GAA glycogen: -13%; GoLoco inh red: 8%; L3MBTL1 inh: x
COc1cccc(N=C2SC(C(=O)Nc3ccccc3F)CC(=O)N2C)c1 (centres undefined)
  TR SRC2 fluor cs: -3%; GAA spleen mod: 2%; RECQ1 inh: 2%; GAA inh: 3%; TRb-SRC2 inh: -8%; GAA glycogen: -9%; GoLoco inh red: 22%; L3MBTL1 inh: -10%

(listing goes on)
SMILES	TR SRC2 fluor cs	GAA spleen mod	RECQ1 inh	GAA inh	TRb-SRC2 inh	GAA glycogen	GoLoco inh red	L3MBTL1 inh
O=C(CSc1nc2nc[nH]c2c(=O)[nH]1)NC1CCCCC1	-3%	-21%	14%	2%	3%	1%	7%	5%
Cc1cc(NC(=O)c2ccc(NC(=O)C(C)Oc3ccccc3)cc2)no1 (centres undefined)	-1%	-1%	-2%	2%	5%	4%	-2%	11%
C=NCc1cc2c(OC[C@@H](O)CNC(C)(C)C)cccc2[nH]1	-1%	7%	0%	x	3%	x	0%	x
Cc1nc(C(=O)Nc2cccc(Cl)c2)nn1-c1cc(OC(C)C)c(Cl)cc1Cl	-2%	1%	35µM*	-10%	6%	-10%	2%	-13%
CN(C)[C@@H](CO)c1nnc([C@H](CC(=O)O)NC(=O)C2CCNCC2)o1	1%	-2%	-10%	x	0%	-1%	6%	14%
O=C(c1ccccn1)N1CCN(C(=O)c2ccccn2)CC1	-2%	-2%	-2%	-9%	-5%	-1%	-42%	43%[activator]
Cc1cccc(CC2CC(=O)N(CCc3ccc4c(c3)OCO4)C2=O)c1 (centres undefined)	0%[53 µM]	1%	i	8%	-1%[53 µM]	9%	-5%	10%
CCOC(=O)C1(Cc2cccc(F)c2)CCN(C(=O)C2CCOCC2)CC1	-2%	-4%	i	x	0%	7%	0%	0%
O=C(Cn1cc2c(n1)CCCCC2)Nc1c(F)c(F)cc(F)c1F	1%	-1%	-6%	-11%	-10%	11%	7%	x
CCOC(=O)Cn1cnc2c(nnn2Cc2ccc(Cl)cc2)c1=O	0%	-4%	-5%	-1%	-3%	8%	6%	-5%

Of the compounds above, three have bromine.
SMILES	TR SRC2 fluor cs	GAA spleen mod	RECQ1 inh	GAA inh	TRb-SRC2 inh	GAA glycogen	GoLoco inh red	L3MBTL1 inh
Cc1c(NC(=O)C2CC(c3cccc(Br)c3)=NO2)c(=O)n(-c2ccccc2)n1C (centres undefined)	-5%	3%	i	1%	-3%	23%	2%	-2%[11.4 µM]
CC(=O)Nc1ccc(OCC(O)Cn2nc(C)c(Br)c2C)cc1 (centres undefined)	-4%	-2%	-2%	u	-9%	-3%	5%	-1%
O=C(Nc1ccccc1)c1ccc(-c2ccc(Br)cc2)o1	-4%	-5%	-11%	-20%	8%	-1%	7%	-13%

More records.
SMILES	TR SRC2 fluor cs	GAA spleen mod	RECQ1 inh	GAA inh	TRb-SRC2 inh	GAA glycogen	GoLoco inh red	L3MBTL1 inh
COc1ccc(S(=O)(=O)N2c3ccccc3OCC2c2ccccc2)cc1 (centres undefined)	0%	-4%	-8%	-5%	9%	-6%	-1%	10%
Nc1ccc(/C=C/C(=O)c2ccco2)cc1	-8%	-13%	-1%	-7%	-5%	4%	16%	-9%
CCOC(=O)c1c(C)[nH]c(C(=O)COC(=O)C(C)Oc2ccc(Cl)cc2Cl)c1C (centres undefined)	8%	1%	-2%	-9%	-2%	-11%	8%	-2%
COc1cccc(/C=N/NC(=S)Nc2cccc(C(=O)O)c2)c1O	-2%	-13%	-3%	-6%	-8%	u	-3%	x
CNC(=O)/C(C#N)=C/c1cn(CC(=O)NCc2ccco2)c2ccccc12	-1%	-4%	i	-2%	-2%	-3%	12%	7%

From PubChem
